Screens from PubChem.
COUP-TFII inh: NR2F2 (human) inhibition, primary screen. inhibition, % at 8.6 µM. HEK293T NGFI-A luciferase reporter, luminescence. hit rate 0.7% among 370,000. AID 686940;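 active = inhibition above a per-plate cutoff, mean inhibition of test wells between control levels plus 3 SD, cut at about 38% in these data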;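 also: cells cotransfected with COUP-TFII expression vector driving the NGFI-A reporter; 0% = median of COUP-TF2 test wells and 100% = reporter-only cells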
Target sequence (P24468 whole entry, looked up): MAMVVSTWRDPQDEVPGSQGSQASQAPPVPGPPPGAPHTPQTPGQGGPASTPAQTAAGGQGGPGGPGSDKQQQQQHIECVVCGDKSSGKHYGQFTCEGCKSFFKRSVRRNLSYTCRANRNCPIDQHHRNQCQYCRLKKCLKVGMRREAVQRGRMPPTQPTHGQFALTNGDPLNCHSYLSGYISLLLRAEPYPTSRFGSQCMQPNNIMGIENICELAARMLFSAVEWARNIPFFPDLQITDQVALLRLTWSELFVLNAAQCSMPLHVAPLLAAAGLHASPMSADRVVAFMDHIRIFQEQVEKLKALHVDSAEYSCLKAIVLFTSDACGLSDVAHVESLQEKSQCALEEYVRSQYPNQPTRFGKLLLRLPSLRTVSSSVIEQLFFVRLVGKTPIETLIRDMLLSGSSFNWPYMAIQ
SRC2 inh: inhibits human steroid receptor coactivator 2; hit rate 0.17% among 370,000; inhibition, % at 9 µM; Q15596; HEK293 GAL4-SRC2 luciferase reporter, luminescence;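 active = inhibition above the mean inhibition of all tested compounds plus 3 SD, set per campaign, cut at about 52% in these data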;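 also: 0% = DMSO treated cells and 100% = cells given Gossypol at 36 µM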
Numbers without * were called inactive; & = joins results of further samples.

SMILES | COUP-TFII inh | SRC2 inh
Cc1ccc(C)c(Sc2ccc(NC(=O)CCl)cc2)c1 | 9 | 8
Cc1ccc(C2CCC3(CCC(=O)N3CCOC(=O)Nc3ccc(F)cc3)CC2)cc1 (centres undefined) | -1&-11 | 18&-11
CCN=C1NC(c2ccccc2C(F)(F)F)C(C(=O)OC)=C(C)N1Cc1ccc(C(F)(F)F)cc1 (centres undefined) | 1 | 4
CCn1c(SCC(=O)Nc2ccccc2-c2ccccc2)nnc1-c1ccc(Cl)cc1 | -8 | -10
COCc1cc(N2CCN(C(=O)OC(C)(C)C)C[C@@H]2C)ccc1N1CCN(Cc2ccccc2)[C@H](C)C1 | 17 | -2
Cc1ccc(-c2nc(C3CCCN(S(=O)(=O)c4ccc(Cl)s4)C3)no2)cc1 (centres undefined) | -7 | 0
COc1ccc(Cn2ccc3ccc(-c4ccc5ccn(Cc6ccccc6)c5c4)cc32)cc1 | 2 | -15
CCCCCCCCN1C(=O)N(Cc2ccc(OC)cc2)S(=O)(=O)c2ccc(F)cc21 | 1 | 1
Cc1c(NC(=O)C2CCCN(S(=O)(=O)c3ccc(C(C)(C)C)cc3)C2)c(=O)n(-c2ccccc2)n1C (centres undefined) | 18 | 5
Fc1ccc(-c2ccc3c(n2)CCCN3Cc2ccccn2)cc1 | -32 | -16
Cc1cc(Nc2cc(F)c(F)c(F)c2)cc(=O)n1-c1cc(F)c(F)c(F)c1 | 13 | 9
CN(CCc1ccccn1)C(=O)c1ccc(Sc2ccccc2Cl)c([N+](=O)[O-])c1 | -4 | -9
O=C(OCCC1Oc2cccnc2NC1=O)c1ccc([N+](=O)[O-])cc1 (centres undefined) | -3 | -16
COC(=O)[C@]12C[C@H](CC(=O)NCc3cccc4ccccc34)C(=O)N(Cc3cccc4ccccc34)C1=C[C@H](COCc1ccccc1)O[C@@H]2C | 5 | -35
COc1ccc(N2CCN(CCCNC(=O)CCc3cccc(F)c3)CC2)cc1 | -2 | -6
O=C(CSc1nnc(-c2ccccn2)n1-c1ccccc1)Nc1ccc(OCc2ccccc2)cc1 | 23 | 6
O=C(N[C@H](C(=O)N1CCC[C@H]1C(=O)NC1CCCC1)c1ccccc1)C1CC1 | -12 | -30
C=Cc1ccc(C(=O)Nc2nnc(-c3cccnc3)s2)cc1 | -17 | -40
COC(=O)[C@]12C[C@H](CC(=O)NCc3cccc(C(F)(F)F)c3)C(=O)N(Cc3ccc(Cl)cc3Cl)C1=C[C@H](C(C)(C)C)O[C@@H]2C | 0 | 9
COCCn1c(-c2ccc(Cl)cc2)nc2c(c(=O)c3ccccc3n2C)c1=O | 0 | -10
COC(=O)[C@]12C[C@H](CC(=O)NCc3cccc4ccccc34)C(=O)N(Cc3ccc(Cl)cc3Cl)C1=C[C@H](C(C)C)O[C@@H]2C1CC1 | 30 | 13
COc1nc(OC)nc(N2CCC(C(=O)NCc3ccccc3OC)CC2)n1 | 14 | 1
COc1cc(/C=N/NC(=O)c2cc(-c3ccccc3)sc2N)cc(OC)c1OC | 23 | -20
O=C(C1CCN(c2ncnc3c2sc2cccc(F)c23)CC1)N1CCN(C(=O)C2CCCO2)CC1 (centres undefined) | 19 | -2
Brc1ccc(/C=N/Nc2nncc(-c3ccccc3)n2)o1 | -7 | -23
O=C(CCl)Nc1ccc(C(=O)NCC2COc3ccccc3O2)cc1 (centres undefined) | 40* | 44
Cc1cccc(-c2cccc3c4c([nH]c23)[C@@H]2C[C@H](N(C)C(=O)Nc3ccccc3C)[C@H]([C@H](C)O)C(=O)N2CC4)c1 | 5 | 9
CC1(C)OC(=O)C2=C(CC(CCc3ccccc3)OC2c2ccc(F)cc2)O1 (centres undefined) | -1 | 16
CC(C)NC(=O)OC[C@H]1O[C@H](C#Cc2ccc(C(C)(C)C)cc2)C=C[C@H]1O | 19 | 25
Cc1ccc2c(c1)N(CCCC(=O)NCc1ccc(F)cc1)C(=O)CO2 | -2 | 1
C[C@H](CO)N1C[C@H](C)[C@H](CN(C)C(=O)Nc2ccc(F)cc2)Oc2ncc(Br)cc2C1=O | 1 | -7
Cc1ccc(S(=O)(=O)N2CCCC(C(=O)Nc3c(C)n(C)n(-c4ccccc4)c3=O)C2)cc1 (centres undefined) | -10 | -28
CCN1C(=O)N(C(C)=O)[C@H]2C[C@H](C(=O)N3CCCC3)[C@H](C)[C@H](c3ccccc3)C[C@H]21 | 15 | -45
CCCCCCCCN1C(=O)N2Cc3ccccc3C2CS1(=O)=O (centres undefined) | -11 | 11
Cc1ccc2sc(NNC(=O)c3cc(-c4cccs4)nc4ccccc34)nc2c1C | 8 | -13
O=C(N[C@H]1C[C@@H]2O[C@H](CO)CC[C@@H]2O[C@@H]1CCc1ccc(-c2cccnc2)cc1)c1cccc(F)c1 | -7 | 20
COC(=O)C1CN(Cc2cn(Cc3ccc(C)cc3)nn2)CCS(=O)(=O)N1Cc1ccccc1 (centres undefined) | -16 | 7
CCOC(=O)[C@@]12CCCC=C1N(CCc1ccc(Cl)cc1)C(=O)[C@H]2CC(=O)N1CCN(C(=O)c2ccco2)CC1 | 39* | 8
CCCCCC(=O)NC1CCCCN(C)C1=O (centres undefined) | -11 | -1
CCn1c(C)nc2cc(C(=O)N=Nc3c(O)[nH]c4c(C)cc(C)cc34)ccc21 | 10 | -21

An excerpt from above in order of their number in SRC2 inh, ascending.
SMILES | COUP-TFII inh | SRC2 inh
Cc1ccc(S(=O)(=O)N2CCCC(C(=O)Nc3c(C)n(C)n(-c4ccccc4)c3=O)C2)cc1 (centres undefined) | -10 | -28
Brc1ccc(/C=N/Nc2nncc(-c3ccccc3)n2)o1 | -7 | -23
CCn1c(C)nc2cc(C(=O)N=Nc3c(O)[nH]c4c(C)cc(C)cc34)ccc21 | 10 | -21
COc1nc(OC)nc(N2CCC(C(=O)NCc3ccccc3OC)CC2)n1 | 14 | 1
CC1(C)OC(=O)C2=C(CC(CCc3ccccc3)OC2c2ccc(F)cc2)O1 (centres undefined) | -1 | 16
O=C(N[C@H]1C[C@@H]2O[C@H](CO)CC[C@@H]2O[C@@H]1CCc1ccc(-c2cccnc2)cc1)c1cccc(F)c1 | -7 | 20
CC(C)NC(=O)OC[C@H]1O[C@H](C#Cc2ccc(C(C)(C)C)cc2)C=C[C@H]1O | 19 | 25

Single entries from above:
In SRC2 inh, CC1(C)OC(=O)C2=C(CC(CCc3ccccc3)OC2c2ccc(F)cc2)O1 (centres undefined) has the entry 16
In SRC2 inh, CCOC(=O)[C@@]12CCCC=C1N(CCc1ccc(Cl)cc1)C(=O)[C@H]2CC(=O)N1CCN(C(=O)c2ccco2)CC1 has the entry 8
In SRC2 inh, C[C@H](CO)N1C[C@H](C)[C@H](CN(C)C(=O)Nc2ccc(F)cc2)Oc2ncc(Br)cc2C1=O has the entry -7
In COUP-TFII inh, COC(=O)[C@]12C[C@H](CC(=O)NCc3cccc4ccccc34)C(=O)N(Cc3ccc(Cl)cc3Cl)C1=C[C@H](C(C)C)O[C@@H]2C1CC1 has the entry 30

Next entries follow:
SMILES | COUP-TFII inh | SRC2 inh
C=CCN1[C@H](CC(C)C)COc2cccc(F)c2S1(=O)=O | 12 | 18
CC(C)(C)c1ccc(-c2nnc(SCC(=O)Nc3ccccc3-c3ccccc3)n2Cc2ccco2)cc1 | 11 | -20
Cc1ccc(Cn2cc(CN3[C@@H](CC(C)C)COc4cccc(F)c4S3(=O)=O)nn2)cc1 | -17 | -7
Cc1cccc(-c2cccc3c4c([nH]c23)[C@@H]2C[C@H](N(C)C(=O)NC3CCCCC3)[C@H]([C@H](C)O)C(=O)N2CC4)c1 | 25 | -3
O=C(CSc1nnc(-c2ccncc2)n1-c1ccccc1)Nc1cccc2ccccc12 | 12 | -19
CCC(C)N(C(C)CC)S(=O)(=O)c1ccc2[nH]c(=O)oc2c1 (centres undefined) | -18 | 4
CN1C2=N[C@H](c3ccccc3)CC(=O)N2/C(=C\c2ccccc2)C1Cc1ccccc1 (some centres undefined) | 22 | 10
COC(=O)c1cc2c(c3c4cc(F)ccc4n(S(=O)(=O)c4cccc(C)c4)c13)C(=O)N(Cc1ccccc1OC)C2 | -11 | 11
O=C(COCc1ccccc1)NC1CCCCN(Cc2ccc(Cl)cc2)C1=O (centres undefined) | 12 | 2
CC(C)CC1O[C@@H](C)[C@@H]2CN3CCc4c([nH]c5ccccc45)[C@@H]3C[C@@H]2N1C (some centres undefined) | -10 | 11
CNC[C@H]1OCc2cnnn2CCCC(=O)N([C@@H](C)CO)C[C@@H]1C | 1 | 0
Cc1c(C(=O)N/N=C/c2ccccc2Cl)[nH][nH]c1=O | -47 | -31
COC(=O)C1=C(C)N(Cc2cccc(C(F)(F)F)c2)C(=NCc2cc(OC)c(OC)c(OC)c2)NC1c1cccc(Cl)c1 (centres undefined) | -6 | -29
CCCCOCCCNC(=O)C[C@H]1C[C@@]2(C(=O)OC)C(=C[C@H](C(C)C)O[C@@H]2C2CC2)N(CCc2ccc(OC)c(OC)c2)C1=O | 2 | -9
COC(=O)[C@]12C[C@H](CC(=O)N3CCC(c4ccccc4)CC3)C(=O)N(Cc3ccco3)C1=C[C@H](C(C)(C)C)O[C@@H]2C | -5 | 1
COC(=O)C1=C(C)N(Cc2cccc(C(F)(F)F)c2)C(=NCc2cc(OC)c(OC)c(OC)c2)NC1CCc1ccccc1 (centres undefined) | 0 | 13
CCCCCn1nnnc1C1(C)CSCC(=O)N1Cc1ccco1 (centres undefined) | -17 | -12
COc1ccc(CN2C[C@H](COCc3ccccc3)Oc3cccc(Oc4ccc(C(C)C)cc4)c3S2(=O)=O)cc1 | -8 | 3
COCCCN1C(=O)[C@H](CC(=O)N2CCN(C(=O)C3CC3)CC2)[C@]2(C(=O)OC)CCCCC=C12 | -19 | 2
Cc1ccc(C=NNC(=O)CSc2nc3sc4c(c3c(=O)n2-c2ccccc2)CCCC4)s1 | 7 | -17

3 of the compounds above, field by field:
> Cc1ccc(-c2nc(C3CCCN(S(=O)(=O)c4ccc(Cl)s4)C3)no2)cc1 (centres undefined)
  COUP-TFII inh = -7 | SRC2 inh = 0

> O=C(OCCC1Oc2cccnc2NC1=O)c1ccc([N+](=O)[O-])cc1 (centres undefined)
  COUP-TFII inh = -3 | SRC2 inh = -16

> Cc1cccc(-c2cccc3c4c([nH]c23)[C@@H]2C[C@H](N(C)C(=O)NC3CCCCC3)[C@H]([C@H](C)O)C(=O)N2CC4)c1
  COUP-TFII inh = 25 | SRC2 inh = -3

Following part:
SMILES | COUP-TFII inh | SRC2 inh
COc1cc(C(=O)NC2CCCCN(Cc3cccc(Cl)c3)C2=O)cc(OC)c1OC (centres undefined) | 11 | 17
CCCCNC(=O)C[C@@H]1C[C@]2(C(=O)OCC)CCC3=C2N(CCC3)C1=O | -14 | -16
Cc1ccc(CN2CCCCC(NC(=O)c3ccc(-c4ccccc4)cc3)C2=O)cc1 (centres undefined) | 25 | 2
CCOc1ccc(-n2c(SCC(=O)Nc3ccc4c(c3)OCCO4)nnc2-c2ccncc2)cc1 | 4 | 3
CNC(=O)c1ccccc1C1(O)c2ccccc2CCc2ccccc21 | 14 | -10
COC(=O)C1=C(C)N(Cc2ccccc2C(F)(F)F)C(=NCc2cc(OC)c(OC)c(OC)c2)NC1c1ccc(Cl)cc1 (centres undefined) | 41* | 0
CN(C)S(=O)(=O)c1cccc(C(=O)N/N=C\c2ccnc3ccccc23)c1 | -10 | -5
COC(=O)[C@]12C[C@H](CC(=O)N3CCC(c4ccccc4)CC3)C(=O)N(Cc3ccco3)C1=C[C@H](C(C)C)O[C@@H]2C1CC1 | 0 | 10
C[C@H]1CN([C@@H](C)CO)C(=O)CCCn2nncc2CO[C@@H]1CN(C)CC1CC1 | -3 | -13
O=C1c2ccccc2S(=O)(=O)c2cc(C(=O)N3CCC(C(=O)N4CCCCC4)CC3)ccc21 | 14 | -20
COc1ccc(OCCCN2CCC(C(O)(c3ccccc3)c3ccccc3)CC2)cc1 | -7 | 9
CCOc1ccc(CCNC(=O)c2cc3sccc3n2CC)cc1OC | 57* | 12
CC(=O)C1=C(C)N(Cc2ccc(F)cc2)C(=S)NC1c1cccc(Br)c1 (centres undefined) | 5 | -9
COC(=O)C1CCCN(C(=O)C2CCN(S(=O)(=O)c3cccc4cccnc34)CC2)C1 (centres undefined) | -43 | -54
C=CCn1c(SCc2ccc(C#N)cc2)nnc1-c1ccco1 | -22 | -10
CCN(CC)C(=O)CC[C@@H]1CC[C@]2(CCCN(S(=O)(=O)c3ccccc3)C2)O1 | 5 | -8
COC(=O)c1ccc(OC)c(CSc2nnc(-c3ccc(C(C)(C)C)cc3)o2)c1 | 0 | 3
CC(C)(C)N(Cc1cn(Cc2ccccc2)nn1)S(=O)(=O)c1ccc(F)cc1Br | 3 | -13

Complete entries as entered above. Order of screens: COUP-TFII inh | SRC2 inh
Results for COC(=O)[C@]12C[C@H](CC(=O)N3CCC(c4ccccc4)CC3)C(=O)N(Cc3ccco3)C1=C[C@H](C(C)C)O[C@@H]2C1CC1 = 0 | 10
Results for O=C1c2ccccc2S(=O)(=O)c2cc(C(=O)N3CCC(C(=O)N4CCCCC4)CC3)ccc21 = 14 | -20

Some of the compounds tested; rates above refer to the full screens.
